APOBEC3A inh – inhibitors of human APOBEC3A DNA deaminase | P31941 | recombinant A3A, FAM/TAMRA ssDNA deamination fluorescence | inhibition, % at 20 µM | actives 0.41% (n = 330,000);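 active means at least 40% inhibition at 20 µM here, with at most 30% in a related deaminase screen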;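 further: plate controls were A3A with DMSO for no effect and wells lacking A3A enzyme for full effect; some results filed as inactive read as strong as hits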
Target sequence (P31941 whole entry, looked up): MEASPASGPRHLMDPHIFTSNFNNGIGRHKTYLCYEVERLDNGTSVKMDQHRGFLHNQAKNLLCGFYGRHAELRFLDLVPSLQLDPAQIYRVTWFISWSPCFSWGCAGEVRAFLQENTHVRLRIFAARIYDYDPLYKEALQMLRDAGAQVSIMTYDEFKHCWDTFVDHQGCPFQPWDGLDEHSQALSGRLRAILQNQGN
APOBEC3G inh – APOBEC3G (human) deaminase inhibition; inhibition, % at 20 µM; recombinant A3G, ssDNA deamination FAM/TAMRA fluorescence; actives 0.28% (n = 330,000); AID 493012;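 active means inhibition of at least 40% at 20 µM, with no more than 30% in the related APOBEC3A deaminase screen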;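 further: plate controls were DMSO wells with A3G for no effect and wells lacking A3G enzyme for full effect; some compounds called inactive have numbers as strong as hits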
beta cell repl – induces beta-cell replication in MIN6 cells; proliferation, % at 10 µM; actives 0.29% (n = 330,000); MIN6 cells proliferation, ATPlite luminescence, 48 h; cells starved in 0.2% serum; 100% = growth in 10% serum; AID 2380;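 active means compounds whose signal lies at least 3.5 SD above the mean of all wells on their plate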;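 further: 0% = DMSO-treated cells in low-serum medium and 100% = 10% serum control; some compounds called inactive have numbers as strong as hits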
mIAP inh – blocks mouse intestinal alkaline phosphatase | actives 0.2% (n = 330,000) | inhibition, % at 10 µM | purified mouse IAP, CDP-Star luminescence, 30 min;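 active means inhibition of at least 40% at 10 µM in the primary screen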;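 further: plate controls were DMSO with enzyme for no effect and no enzyme wells for full effect; values of inactives mirror those of a sister screen read the other way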
mIAP activ – mouse IAP activation; muIAP, CDP-Star luminescence, 30 min; stronger effect = higher value; 1 = vehicle-only enzyme signal, 0 = enzyme-free wells; activation factor at 10 µM; actives 0.24% (n = 330,000); AID 2805;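 active means activation factor of at least 2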; further: the source names both 10 and 20 µM as test concentration; values of inactives mirror those of a sister screen read the other way
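Assay system: mouse IAP enzyme; reagent: chemiluminescent substrate CDP-Star; dosing: test compounds delivered from DMSO solution; schedule: 30 min at room temperature; measured by: luminescence from enzymatic CDP-Star hydrolysis; controls: DMSO-only wells and no-enzyme negative control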
NLRP3 yeast inh – inhibitors of NALP3 inflammasome in yeast; Yeast reconstituted NLRP3/ASC/caspase-1, beta-gal luminescence, 24 h; inhibition, % at 10 µM; actives 0.39% (n = 330,000);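 active means inhibition of 50% or more; inactive means inhibition below 50%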;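 further: plate controls were induced DMSO wells for no effect and uninduced yeast grown without galactose for full effect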
SENP1 FRET inh – inhibitors of human SENP1 SUMO protease catalytic domain. recombinant SENP1 catalytic domain, CyPet-SUMO1-YPet FRET cleavage. actives 0.21% (n = 360,000). inhibition, % at 10 µM. Q9P0U3. AID 624204;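 active means inhibition at least 30% at 10 µM, raw YFP signal under a set limit, fluorescence ratio 0.5 to 1.5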;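 further: 0% = enzyme with DMSO and 100% = no enzyme wells; some results filed as inactive read as strong as hits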
Target sequence (Q9P0U3 419-644 limits assumed): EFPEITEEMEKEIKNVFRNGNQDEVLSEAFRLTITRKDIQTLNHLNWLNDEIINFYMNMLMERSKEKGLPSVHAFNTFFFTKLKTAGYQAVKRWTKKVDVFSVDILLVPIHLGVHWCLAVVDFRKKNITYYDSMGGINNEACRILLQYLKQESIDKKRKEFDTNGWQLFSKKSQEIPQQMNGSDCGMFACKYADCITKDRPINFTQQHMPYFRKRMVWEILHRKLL
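Assay system: hSENP1 catalytic domain, recombinant. Amount: SENP1 enzyme, 20 pM final. Schedule: 50 min reaction, RT, dark. Technique: FRET, CFP and YFP emission. Control set: no-enzyme wells low, DMSO-plus-enzyme wells high control.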
hIAP activ – human IAP activation | actives 0.16% (n = 330,000) | purified human IAP, CDP-Star luminescence, 30 min; stronger effect = higher value; 1 = vehicle-only enzyme, 0 = enzyme-free background | activation factor at 10 µM | P09923;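 active means activation factor of the enzyme at least 2-fold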; further: the source names both 10 and 20 µM as test concentration; values of inactives mirror those of a sister screen read the other way
Target sequence (P09923 whole entry, looked up): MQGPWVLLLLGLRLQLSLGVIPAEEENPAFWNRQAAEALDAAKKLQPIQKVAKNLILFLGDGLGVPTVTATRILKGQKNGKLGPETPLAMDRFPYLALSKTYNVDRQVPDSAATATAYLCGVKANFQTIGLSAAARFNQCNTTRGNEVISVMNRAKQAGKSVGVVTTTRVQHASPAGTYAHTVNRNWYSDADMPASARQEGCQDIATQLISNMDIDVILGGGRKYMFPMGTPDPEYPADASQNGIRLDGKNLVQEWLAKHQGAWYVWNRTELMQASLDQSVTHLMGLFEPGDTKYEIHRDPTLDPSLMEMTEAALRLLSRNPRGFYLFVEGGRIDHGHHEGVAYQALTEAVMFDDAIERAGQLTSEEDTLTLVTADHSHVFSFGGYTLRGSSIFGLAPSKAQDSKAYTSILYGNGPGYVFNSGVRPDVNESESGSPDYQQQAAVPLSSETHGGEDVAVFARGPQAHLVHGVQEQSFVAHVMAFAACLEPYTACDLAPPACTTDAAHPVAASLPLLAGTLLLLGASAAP
hIAP inh – blocks human intestinal alkaline phosphatase | actives 0.12% (n = 330,000) | purified IAP, CDP-Star luminescence, 30 min | inhibition, % at 10 µM;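 active means inhibition reaching a set limit with compound at 10 µM in the primary screen, cut at about 35% in these data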;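 further: plate controls were DMSO wells with enzyme for no effect and no-enzyme buffer wells for full effect; values of inactives mirror those of a sister screen read the other way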
Active calls of the source: *. These rows are one share of the data. The share of hits here may be higher or lower than overall.

SMILES | APOBEC3A inh | APOBEC3G inh | beta cell repl | mIAP inh | mIAP activ | NLRP3 yeast inh | SENP1 FRET inh | hIAP activ | hIAP inh
Cc1ccc(C(C)C)c(OCC(O)CNC2CCCC2)c1 (stereo not given) | -5 | -4 | -2 | -4 | 1 | 33 | 1 | 0.9 | 10
COC(=O)c1cc(S(=O)(=O)N2CCCC(C)C2)cn1C (stereo not given) | -1 | -3 | -1 | -2 | 1 | 0 | 0 | 0.89 | 11
CC/C(=N\NC(=O)c1ccc(CN(C)S(=O)(=O)c2ccc(C)cc2)cc1)c1ccc(OC(F)F)cc1 | 0 | -1 | 0 | -2 | 1 | 8 | 1 | 0.93 | 7
Cc1ccnc2nc(C(=O)OCC(=O)Nc3ccc4c(c3)OCCO4)nn12 | -1 | -1 | -1 | -2 | 1 | 14 | 2 | 0.99 | 1
CCOC(=O)c1c(C)n(C)c2ccc(OC)c(NC(=O)CCN3CCC(Cc4ccccc4)CC3)c12 | 1 | -4 | -3 | 1 | 0.99 | 11 | 4 | 1.1 | -8
Nc1n[nH]c(-c2ccccc2)n1 | -7 | -6 | -4 | -6 | 1.1 | 20 | -1 | 1.2 | -16
CCOc1ccccc1N1CSC2=C(C#N)C(c3c(OC)ccc4ccccc34)CC(=O)N2C1 (stereo not given) | -2 | 25 | -4 | 22 | 0.78 | -4 | -66 | 0.88 | 12
CCOc1ccc(S(=O)(=O)N2CCOCC2)cc1NC(=O)CSC(=S)N1CCCC1 | 2 | -8 | 4 | 8 | 0.92 | 11 | 2 | 0.88 | 12
CCCNS(=O)(=O)c1ccc(OCC(=O)N2CCC(C(=O)OCC)CC2)cc1 | 1 | -1 | -3 | 1 | 0.99 | 15 | -4 | 1.2 | -19
Cc1ccc(F)cc1NC(=O)N1CCN(C2c3ccccc3-c3ccccc32)CC1 | 0 | 4 | -6 | -24 | 1.2 | 15 | 1 | 1 | -2
COc1cccc(Oc2ccc(N/C=C/C(=O)C(C)(C)C)cc2)c1 | -4 | -5 | -3 | 1 | 0.99 | 18 | -6 | 1.3 | -28
O=C(O)CCCNC(=O)/C=C/c1ccco1 | 32 | 70 | -1 | 10 | 0.91 | 3 | 2 | 0.83 | 17
COCCn1c(SCc2ccccc2Cl)nc2c1c(=O)[nH]c(=O)n2C | -3 | -4 | 1 | -2 | 1 | 13 | -1 | 1.1 | -10
COc1ccc(CNS(=O)(=O)c2cccc(S(=O)(=O)N3CCOCC3)c2)cc1 | -3 | -2 | -2 | 0 | 1 | 13 | 2 | 0.65 | 36*
O=c1cc(COc2ncnc3ccccc23)nc2sccn12 | 12 | 7 | -2 | 3 | 0.97 | -7 | 1 | 0.93 | 7
Cc1ccc(S(=O)(=O)N2CC(O)C[C@H]2C(=O)OCC(=O)Nc2ccc(N3CCOCC3)cc2)cc1C (stereo not given in full) | 7 | -7 | -3 | 6 | 0.94 | 17 | 0 | 1 | 0
O=C(c1ncc[nH]1)c1ccccc1Cl | -5 | -8 | 0 | 0 | 0.99 | 8 | 0 | 0.94 | 6
CC(C)n1cc(CN2CCC(C(=O)Nc3ccc(Oc4ccccc4F)cc3)CC2)cn1 | 4 | 4 | -3 | -72 | 1.7 | 14 | 1 | 1.8 | -84
Cc1cc(C)c(S(=O)(=O)N2CCCC2=O)cc1N(C)S(C)(=O)=O | -1 | 0 | -1 | -2 | 1 | 1 | 2 | 1.1 | -5
CCOC(=O)C1(CCCc2ccccc2)CCN(C(=O)c2cc(C)nn2CC)CC1 | 1 | 5 | 2 | 2 | 0.98 | 17 | 0 | 1 | -4
O=C(Cn1cccn1)N1CCCC(N2CCN(Cc3ccc4c(c3)OCO4)CC2)C1 (stereo not given) | -5 | -6 | -3 | 2 | 0.98 | 15 | 2 | 1.1 | -8
COc1ccc(/C=C/C(=O)Nc2c(C)nn(C)c2C)cc1COc1ccc(Br)cc1 | -1 | -5 | -4 | -1 | 1 | 19 | 2 | 1.1 | -8
O=C(Nc1c(C(=O)C2CC2)oc2ccccc12)c1ccc(Cl)cc1 | 0 | -3 | -1 | -6 | 1.1 | 9 | 0 | 1.1 | -8
COc1cc2c(cc1OC)C(c1ccccc1F)OC(=O)C2 (stereo not given) | 0 | -1 | -1 | 2 | 0.98 | 10 | 3 | 1 | -2
COc1ccc(NC(=O)N2CCN(c3cccc(C(F)(F)F)c3)CC2)cc1 | -4 | -4 | -3 | -20 | 1.2 | 17 | -1 | 1.1 | -6

The results go on.
SMILES | APOBEC3A inh | APOBEC3G inh | beta cell repl | mIAP inh | mIAP activ | NLRP3 yeast inh | SENP1 FRET inh | hIAP activ | hIAP inh
O/N=C/c1ccnc(SCc2ccc(Cl)cc2)n1 | -1 | -5 | 0 | 9 | 0.91 | 36 | 1 | 0.95 | 5
CCN(CC)C(=O)CSc1nc2c(sc(=S)n2-c2ccccc2)c(=O)n1-c1ccc(OC)c(OC)c1 | -2 | -5 | -2 | -2 | 1 | -4 | 0 | 1 | -2
CCCCOc1ccc(C2CC(=O)N(C)C2=O)cc1 (stereo not given) | 3 | -1 | -4 | 8 | 0.92 | 6 | 1 | 0.98 | 2
Cn1c(=O)[nH]c(=O)c2c1nc(Sc1nc3ccccc3s1)n2Cc1ccccc1 | -2 | -4 | -3 | 0 | 1 | 17 | -2 | 1.1 | -8
CCOc1ccccc1Nc1nc2ccccc2n2cnnc12 | 0 | -11 | 0 | -5 | 1 | 16 | 1 | 1 | 0
O=C1Nc2cccnc2Sc2ccccc21 | 6 | -1 | 0 | 7 | 0.93 | 11 | -2 | 0.95 | 5
O=C(OCC(=O)N(Cc1ccccc1)C1CCS(=O)(=O)C1)c1cc2c(s1)CCCC2 (stereo not given) | 4 | 0 | 1 | 4 | 0.96 | 13 | 0 | 1 | -3
CC(C)Oc1ccc(C(=O)NC2CCCCC2)cc1 | -6 | -10 | -3 | -8 | 1.1 | 22 | 1 | 0.95 | 5
CC(=O)/C(N=Nc1cc2c(c([N+](=O)[O-])c1C)C(C)(C)CC2(C)C)=C(\C)O | -2 | -1 | -6 | 10 | 0.9 | 1 | 1 | 0.96 | 4
CCN(CC)C(=O)Cn1cc(C(=O)C(=O)N2CCN(c3ccc([N+](=O)[O-])cc3)CC2)c2ccccc21 | -1 | -11 | -2 | 4 | 0.96 | 18 | -7 | 0.82 | 18
Cn1c(N)c(C(=O)COC(=O)c2ccc(Cl)c(S(=O)(=O)N3CCCC3)c2)c(=O)n(C)c1=O | 7 | 2 | -1 | -9 | 1.1 | 20 | 1 | 0.94 | 6
CC(C)Cc1ccc(CN2CCCC(NC(=O)c3ccoc3)C2)cc1 (stereo not given) | 0 | 9 | -5 | -19 | 1.2 | 21 | 1 | 0.76 | 24
CCOC(=O)C1=C(C)NC(=O)NC1/C(C)=C/c1ccccc1 (stereo not given) | -2 | 0 | 3 | 0 | 1 | 3 | 1 | 0.84 | 16
COc1cc(OC)nc(NC(=O)COC(=O)C2CCCCC2)n1 | -1 | 0 | -4 | -1 | 1 | 12 | -2 | 0.97 | 3
CSc1cccc(NC(=S)N(CCCN2CCC(C)CC2)Cc2cccs2)c1 | 2 | 0 | -4 | 9 | 0.91 | 7 | 3 | 0.94 | 6
C=CCN(CC=C)Cc1cc(=O)n2c(-c3ccccc3)csc2n1 | 3 | 0 | 2 | 2 | 0.98 | 11 | -16 | 0.87 | 13
O=C(CCN1CCOCC1)NNC(=S)NC(=O)c1ccc(Br)cc1 | 0 | 1 | -1 | 15 | 0.85 | 17 | 0 | 1.6 | -61
CCOc1ccccc1NC(=O)CCS(=O)(=O)c1cccc2nsnc12 | 0 | -3 | 0 | 7 | 0.93 | 7 | -1 | 0.9 | 10
O=C(O)c1cc(-c2cccc3ccccc23)nc2ccccc12 | -3 | -13 | 5 | 3 | 0.97 | 21 | -15 | 0.94 | 6
N#CCCSCc1ccc(C(=O)O)o1 | 2 | -2 | 1 | -6 | 1.1 | -1 | 0 | 1 | 0
COc1ccc(Cl)cc1S(=O)(=O)N1CCN(C)CC1 | -1 | -2 | -1 | 3 | 0.97 | 14 | 2 | 0.92 | 8
CCOC(=O)c1c(C)[nH]c(C)c1C(=O)COC(=O)c1cccc(C)c1O | -4 | -4 | 1 | -2 | 1 | 26 | 0 | 0.94 | 6
Cc1csc(SCC(=O)N2CCCC2)n1 | 2 | -3 | 3 | 3 | 0.97 | 14 | 1 | 1 | -2
CCC(C(=O)NCCCc1ccccc1)c1ccccc1 (stereo not given) | 1 | -2 | -1 | 7 | 0.93 | 5 | 0 | 0.96 | 4
COc1cc(/C=C/C(=O)O)cc(S(=O)(=O)Nc2cccc(S(=O)(=O)N3CCOCC3)c2)c1OC | -3 | -4 | -1 | 2 | 0.97 | -2 | 1 | 0.94 | 6

New compounds follow:
SMILES | APOBEC3A inh | APOBEC3G inh | beta cell repl | mIAP inh | mIAP activ | NLRP3 yeast inh | SENP1 FRET inh | hIAP activ | hIAP inh
Cc1csc(C(=O)NCC(=O)NNC(=O)c2cccc(Cl)c2)c1 | -3 | -8 | 0 | 14 | 0.86 | 1 | 2 | 1.4 | -44
CCc1ccc(C(=O)NNC(=O)c2ccc(=O)n(C)n2)cc1 | 3 | 1 | 0 | 1 | 0.99 | 9 | 2 | 1.2 | -21
O=C(NCCc1csc(-c2cccnc2)n1)c1ccccc1Br | 3 | -1 | 0 | -6 | 1.1 | 10 | 0 | 1 | 0
COc1cc(/C=C/C(=O)NCC2CCCCC2)cc(OC)c1OC | 6 | 15 | -3 | -1 | 1 | 27 | 1 | 1 | 0
O=C(N/N=C/c1cccn1-c1ccccc1)c1ccncc1 | -3 | -9 | 1 | 1 | 0.99 | 12 | 4 | 0.8 | 20
O=C(O)CCCn1cc(NC(=O)COc2ccccc2[N+](=O)[O-])cn1 | -2 | -5 | -2 | 6 | 0.94 | 10 | 1 | 0.95 | 5

With a hit mark in hIAP inh, of those listed so far:
molecule	APOBEC3A inh	APOBEC3G inh	mIAP inh	mIAP activ	NLRP3 yeast inh	SENP1 FRET inh	hIAP activ	hIAP inh
COc1ccc(CNS(=O)(=O)c2cccc(S(=O)(=O)N3CCOCC3)c2)cc1	-3	-2	0	1	13	2	0.65	36*

6 of the compounds above, with values under each structure:
The line under a structure holds: APOBEC3A inh, APOBEC3G inh, beta cell repl, mIAP inh, mIAP activ, NLRP3 yeast inh, SENP1 FRET inh, hIAP activ, hIAP inh
- O=C(NCCc1csc(-c2cccnc2)n1)c1ccccc1Br
    3, -1, 0, -6, 1.1, 10, 0, 1, 0
- CCc1ccc(C(=O)NNC(=O)c2ccc(=O)n(C)n2)cc1
    3, 1, 0, 1, 0.99, 9, 2, 1.2, -21
- O=C(N/N=C/c1cccn1-c1ccccc1)c1ccncc1
    -3, -9, 1, 1, 0.99, 12, 4, 0.8, 20
- Cc1csc(C(=O)NCC(=O)NNC(=O)c2cccc(Cl)c2)c1
    -3, -8, 0, 14, 0.86, 1, 2, 1.4, -44
- COc1cc(/C=C/C(=O)NCC2CCCCC2)cc(OC)c1OC
    6, 15, -3, -1, 1, 27, 1, 1, 0
- O=C(O)CCCn1cc(NC(=O)COc2ccccc2[N+](=O)[O-])cn1
    -2, -5, -2, 6, 0.94, 10, 1, 0.95, 5
